Screening data (PubChem)
TRPV1 ag – agonists of human vanilloid receptor 1 (TRPV1) | Q8NER1 | TRPV1-expressing cells, Fluo-8 calcium influx, agonist mode | activation, % at 8.33 µM | actives 0.19% (n = 320,000); in the data active = activation above about 80%; inconclusive = between about 30% and that limit; note: 0% is about no effect
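Cells expressing TRPV1 were dye-loaded with Fluo-8 and read kinetically: 10 s baseline, 3 min after compound (agonist portion), then 2 min after EC20 capsaicin (allosteric enhancer portion). Calcium-bound dye fluorescence at 480/520 nm.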
KCNH2 3.1 inh – KCNH2 3.1 (human) potassium channel inhibition; U2OS KCNH2 3.1, thallium flux FluxOr; active compounds read low; activity change, % (tested at about 1.8 µM); actives 0.95% (n = 340,000); AID 720553;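 active = maximum activity change below -70%; inconclusive = maximum activity change from -70% to -50%; inactive = maximum activity change above -50%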;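 note: thallium influx rate constant from kinetic fluorescence after stimulation buffer; % is set by controls: 0 for no effect and ±100 for the full control effect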
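We transduce U2OS cells with the mutant 3.1 virus, culture them overnight, load FluxOr with Red40 quencher for 45 min, then add stimulation buffer and read kinetically for 2 min to derive a normalized rate constant.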
GALK inhibitor – blocks human galactokinase activity; P51570; Purified GALK, Kinase-Glo residual ATP luminescence; Potency, µM (doses to about 57.5 µM), without a hit: at the top dose activity change, negative = inhibition, hits mostly inhibitors; actives 0.007% (n = 270,000); AID 1868; note: potency is the fitted concentration of half-maximal effect; % is set by controls: 0 for no effect and ±100 for the full control effect
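Compounds were pin-transferred into ATP buffer (35 uM final), then GALK plus galactose (5 nM, 100 uM final) was added. After 1 h at room temperature, Kinase-Glo Plus was added and luminescence read after 10 min.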
B2AR arrestin – beta2AR (human) beta-arrestin recruitment activity. P07550. beta-arrestin recruitment to beta2AR, cell-based reporter. Potency, µM (top dose mostly 46.1 µM), for the others: top-dose activation, most hits filed as activators. actives 0.02% (n = 330,000). AID 492947;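 note: potency is the fitted concentration of half-maximal effect; 0% = DMSO controls and full agonism = EC100 isoproterenol or metaproterenol; nearly all actives have a fitted effect of over 65% in size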
Target sequence (P07550 whole entry, looked up): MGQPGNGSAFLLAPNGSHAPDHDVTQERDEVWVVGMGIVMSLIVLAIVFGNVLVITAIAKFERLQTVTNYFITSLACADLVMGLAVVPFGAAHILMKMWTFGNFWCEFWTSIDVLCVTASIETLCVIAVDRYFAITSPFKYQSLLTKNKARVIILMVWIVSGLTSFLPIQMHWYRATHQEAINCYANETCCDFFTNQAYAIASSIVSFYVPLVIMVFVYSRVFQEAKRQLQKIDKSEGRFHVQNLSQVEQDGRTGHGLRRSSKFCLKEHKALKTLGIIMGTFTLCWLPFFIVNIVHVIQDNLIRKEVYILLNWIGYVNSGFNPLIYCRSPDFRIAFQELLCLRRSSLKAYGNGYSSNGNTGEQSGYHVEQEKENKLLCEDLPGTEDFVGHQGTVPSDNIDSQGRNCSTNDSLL
MLL CXXC-DNA inh – blocks binding of human MLL CXXC domain to DNA | Potency, µM (doses to about 115 µM), inactives show top-dose activity change, negative = inhibition, usual class: inhibitors | MLL-CXXC / FITC-HOXA9 DNA fluorescence polarization | AID 2662 | actives 0.037% (n = 290,000); active = well fitted inhibition curve with a large enough effect in the polarisation, with a control signal flat, not every such curve was filed as active; inconclusive = small, poorly fitted or top-dose-only effect, or effect the other way, or a change in a side signal; inactive = no such curve, though single readings can be large or run the other way; the % refers to the polarisation; note: potency is the fitted concentration of half-maximal effect
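Fluorescence polarization: 7 uM MLL-CXXC (stock) preincubated 5 min with compounds, then 50 nM fluorescein-HOX-A9 DNA (stock) added; 30 min ambient. Buffer 50 mM Tris-HCl pH 7.5, 50 mM NaCl, 1 mM DTT, 0.05% BSA.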
KCNH2 WT inh – blocks the wildtype human KCNH2 potassium channel | U2OS, BacMam KCNH2, thallium flux FluxOr; active compounds read low | activity change, % at 1.84 µM | actives 0.37% (n = 340,000);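 active = maximum activity change below -70%; inconclusive = maximum activity change between -70% and -50%; inactive = maximum activity change above -50%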; note: % is set by controls: 0 for no effect and ±100 for the full control effect
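U2OS cells were transduced with wild-type KCNH2 virus (2.03 x 10^8 / mL) for 4 h at room temperature, then cultured overnight at 37 C. Thallium flux was read with FluxOr dye. Rate constants were normalized to DMSO controls.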
Giardia killer – Giardia lamblia killing | activity change, % at 7.66 µM, hits read low | Giardia lamblia trophozoite viability | actives 0.15% (n = 340,000); in the data active = activity change below about -80%; inconclusive = between about -30% and that limit;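 note: parasites exposed to compound for two days anaerobically before the ATP read; % is set by controls: 0 for no effect and ±100 for the full control effect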
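Luminescent ATP signal served as the viability read-out, measured 15-30 min after adding ATP detection reagent to trophozoites that had been incubated with compounds for 48 hrs at 37 deg C anaerobically at 100 cells/well.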
Menin MLL FP TR – menin-MLL binding inhibition, Texas Red mutant peptide; Menin + Texas Red MLL mutant peptide, fluorescence polarization; O00255; actives 0.23% (n = 270,000); Potency, µM (series often up to 61.6 µM), without a hit: at the highest dose FP activity change, negative = inhibition, most hits filed as inhibitors; active = well fitted inhibition curve with a large enough effect in the polarisation, with a control signal flat, not every such curve was filed as active; inconclusive = small, poorly fitted or top-dose-only effect, or effect the other way, or a change in a side signal; inactive = no such curve, though single readings can be large or run the other way; the % refers to the polarisation; note: potency is the fitted concentration of half-maximal effect; % of control where 0% means no effect; many of its hits are not listed in these tables
PKM2 act – PKM2 (human) enzyme activation | purified PKM2, Kinase-Glo ATP luminescence, activation; response scale: 0% is enzyme alone, no compound | actives 0.34% (n = 260,000) | Potency, µM (highest dose often 57.5 µM), for the others: at the top dose activation, most hits filed as activators | P14618; note: potency is the fitted concentration of half-maximal effect; % is set by controls: 0 for no effect and ±100 for the full control effect; nearly all actives have a fitted effect of over 55% in size
Target sequence (P14618 whole entry, looked up): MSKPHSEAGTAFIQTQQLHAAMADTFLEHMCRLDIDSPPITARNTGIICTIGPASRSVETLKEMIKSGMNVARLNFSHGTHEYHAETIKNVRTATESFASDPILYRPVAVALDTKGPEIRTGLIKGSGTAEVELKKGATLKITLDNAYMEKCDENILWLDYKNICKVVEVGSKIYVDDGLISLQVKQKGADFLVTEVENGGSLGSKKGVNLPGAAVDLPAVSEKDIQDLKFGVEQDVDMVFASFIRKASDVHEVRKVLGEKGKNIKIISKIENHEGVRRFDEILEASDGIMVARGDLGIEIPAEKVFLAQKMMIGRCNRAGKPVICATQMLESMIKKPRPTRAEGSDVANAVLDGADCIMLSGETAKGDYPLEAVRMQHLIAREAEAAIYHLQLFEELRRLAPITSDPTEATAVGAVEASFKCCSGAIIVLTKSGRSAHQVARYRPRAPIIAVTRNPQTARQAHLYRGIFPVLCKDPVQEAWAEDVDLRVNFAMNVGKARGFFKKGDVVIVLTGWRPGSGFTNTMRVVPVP
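Kinase-Glo luminescence reports ATP generated from ADP (0.1 mM) and PEP (0.5 mM) by purified hPK-M2 after 1 h at room temperature, pH 7.2 imidazole buffer; intermediate enzyme activity allows detecting inhibitors and activators.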
USP2a inh – inhibitors of human ubiquitin-specific protease USP2a; actives 0.01% (n = 330,000); Potency, µM (titrated, usually from 38.3 µM), for the others: at the highest dose activity change, negative = inhibition, hits mostly inhibitors; USP2 core, Ub-CHOP2 coupled fluorogenic reporter, 485/531;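 note: potency is the fitted concentration of half-maximal effect; plate controls were DMSO wells for no effect and full inhibition by NEM control for full effect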
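Cell-free coupled assay: 10nM USP2 core preincubated 30min RT with compound in Tris-HCl pH 8.0/CaCl2/CHAPS buffer, then 25nM Ub-CHOP2 and 25nM reporter substrate; fluorescence (Ex 485/Em 531) read after 60min RT, normalized to NEM inhibition, concentration-response curves fitted.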
FBPA coupling cs – inhibits coupling enzyme system, counter-screen for aldolase hits; AID 2472; coupling enzyme system counterscreen, AmpLite Red fluorescence; actives 0.67% (n = 290,000); activity change, negative = inhibition, % at 58.2 µM, hits read low; in the data active = activity change below about -30%; note: % is set by controls: 0 for no effect and ±100 for the full control effect
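Counterscreen lacking aldolase: glyceraldehyde-3-phosphate coupling-enzyme reagent preincubated 10 min at RT with compound (at 57.5 uM final), then substrate/coupling system with AmpLite Red added; fluorescence read at 525/598 nm after 20 min RT.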
* marks the source's active call; other numbers are inactive results; ? = inconclusive; / = no result given; & = joins results of further samples; [ ] = another dose, or the depositor's remark. Unless noted, calls come from the whole dose curve; as a rule, active = well fitted curve in the direction sought with a large enough effect; inconclusive = small, poorly fitted or top-dose-only effect, or another doubt; inactive = no such curve, though single readings can be large; an effect the other way counts as inactive or inconclusive. These rows are one share of the data, so the mix of outcomes need not match the whole.

SMILES	TRPV1 ag	KCNH2 3.1 inh	GALK inhibitor	B2AR arrestin	MLL CXXC-DNA inh	KCNH2 WT inh	Giardia killer	Menin MLL FP TR	PKM2 act	USP2a inh	FBPA coupling cs
CCOc1ccc(-c2ccc(SCc3ccccn3)nn2)cc1	?	1.6	-0.9%	0.2%	-4.8%	-1.8	-3.3	-10.7%	4.9%	-6.7%	-0.4
CN(C)CCCNC(=O)/C(=N\O)c1ccccc1	-3.1	-5.4	1.2%	-0.8%	-7.1%	-22.5	1.8	1.7%	3.8%	0.1%	2.6
CCOC(=O)N1CCN(C(=O)CCn2c(=O)[nH]c3ccsc3c2=O)CC1	1.7	13.3	-2.4%	0.0%	0.0%	-3.3	-9.8	0.7%	6.2%	6.1%	3.4
Cc1c(C(=O)N2CCN(c3ccccc3)CC2)oc2c1C(=O)CC(C)(C)C2	27.6	-14.7	-4.0%	0.4%	3.7%	-6.7	-11.4	/	/	-0.5%	/
COc1ccc(C(CC(=O)N2CCCCC2)c2c(OC)cc(OC)c3ccc(=O)oc23)cc1 (stereo unspecified)	23.4	/	-2.2%	0.2%	-9.0%	/	0.6&10.1	0.7%	-4.7%	-0.4%	12.4&1.7
Cc1cccc(NC(=O)C2CCCN(S(=O)(=O)c3cccc4nsnc34)C2)c1 (stereo unspecified)	-0.2	2.4	0.1%	-0.6%	1.6%	8.7	30.3[activator]	5.6%	-5.0%	0.2%	0.2
CC1SC2(NC1=O)C1CC3CC(C1)CC2C3 (stereo unspecified)	-0.2	9.4	10.0%	-0.2%	4.8%	12.1	-2.3	-7.0%	1.9%	-0.4%	1.5
CCOc1c(CNCCN2CCOCC2)cccc1OC	-3.9	-3.3	-1.9%	0.0%	-7.7%	6.2	-3.2	6.8%	-1.9%	1.1%	-0.1
COc1cc(C(=O)N2CCN(C(=O)C3CC3)CC2)cc(OC)c1OC	-3.1	8.4	-1.1%	-0.4%	-3.3%	2.1	-8.2	30.9%	-2.4%	-0.9%	3.0
CC(=O)c1ccc(N2CCN(C(=O)Nc3ccc(C)cc3)CC2)cc1	93.5*	0.3	0.3%	-0.1%	4.5%	-9.2	1.3	-27.7%	-6.4%	-0.7%	4.2
CCc1noc(C)c1C(=O)OCC(=O)Nc1ncc(Cl)cc1Cl	-4.3	-8.9	2.3%	-1.1%	0.9%	1.2	-2.2	12.5%	3.0%	0.5%	0.4
O=C(/C=C/c1ccc(Cl)cc1Cl)Nc1ccc(CN2CCOCC2)cc1	16.7	15.4	-0.6%	-0.2%	12.5%	27.7	-5.6	?	1.7%	0.1%	0.7
Cc1cc(NC(=O)CSc2nnc(C3CC3)n2-c2ccccc2)no1	4.8	-13.8	3.1%	-0.6%	?	1.0	-5.6	?	9.3%	-0.9%	6.0
Cn1c(=O)[nH]c(=O)c2c1nc(NCc1ccco1)n2CCCc1ccccc1	1.7	-1.3	0.2%	-0.3%	1.8%	5.7	2.0	6.7%	3.9%	6.5%	-1.9
Cc1cc(Cl)ccc1NC(=O)C1CCN(S(C)(=O)=O)CC1	9.0	-4.6	-0.1%	-0.9%	2.9%	-6.4	-11.8	19.1%	-2.4%	-1.2%	-0.3
O=C(Cc1cccs1)N1CCN(S(=O)(=O)c2cc(Cl)ccc2Cl)CC1	14.5	-3.6	/	-0.6%	/	54.7	-8.5	/	/	1.5%	/
COc1ccc(C2C(C(=O)OC(C)C)=C(C)N=c3s/c(=C\c4cccs4)c(=O)n32)cc1 (stereo unspecified)	-0.7	4.7	-1.1%	-1.2%	-14.5%	-23.5	-6.2	-7.8%	-0.1%	-4.8%	-0.6
CCCOC(=O)c1ccc(NC(=O)CCC(=O)OCC)cc1	17.9	9.1	6.5%	-1.7%	-1.2%	-4.5	-12.2	5.4%	-5.0%	3.6%	-0.6
COCCNC(=S)N1CCN(c2nc(-c3ccc(F)cc3)cs2)CC1	?	6.5	-5.1%	0.3%	2.5%	-2.4	-0.9	10.4%	1.4%[11.5 µM]	-1.1%	0.6
CCN1C(=O)[C@@H]2[C@@H](c3ccc(-c4ccc(Cl)c(Cl)c4)c(OC)c3)N3CCCC[C@@]3(C(=O)OC)[C@@H]2C1=O	1.7	1.0	/	-1.5%	/	-7.0	-6.9	/	/	5.3%	/
Cc1cccc(NC(=O)c2nc[nH]c2C(=O)Nc2cccc(C)c2)c1	7.3	-0.8	-0.4%	0.0%	3.9%	-13.1	-1.4	?	-0.2%	2.1%	1.5
Cc1cc(C)nc(NS(=O)(=O)c2ccc(NC(=S)NC(=O)C(C)(C)C)cc2)n1	-3.5	-12.6	-0.6%	0.0%	-2.5%	-6.3	-12.2	?	4.5%	1.6%	3.6
O=C1[C@@H]2[C@H](C(=O)N1n1cnnc1)[C@H]1C=C[C@@H]2C1	0.5	3.2	5.2%	-0.8%	1.7%	-0.1	-3.2	6.3%	5.5%	0.9%	-0.8
Cc1c(N(C)CS(=O)(=O)O)c(=O)n(-c2ccccc2)n1C	-1.6	-4.2	/	0.0%	-0.4%[51.4 µM]	-6.6	-2.2	3.6%	/	2.2%	5.6&0.5
CN(C)C(CNC(=O)CCNS(=O)(=O)c1ccccc1C(F)(F)F)c1ccccc1 (stereo unspecified)	1.2	25.8	/	0.2%	/	-4.7	-4.8	/	/	1.2%	/
SMILES	TRPV1 ag	KCNH2 3.1 inh	GALK inhibitor	B2AR arrestin	MLL CXXC-DNA inh	KCNH2 WT inh	Giardia killer	Menin MLL FP TR	PKM2 act	USP2a inh	FBPA coupling cs
Cc1nn(-c2ccccc2)c(N)c1C1(O)C(=O)N(C(C)C)c2ccccc21 (stereo unspecified)	-1.4	27.9	0.6%	-4.7%	8.4%	-4.1	8.4	-27.0%	-2.1%	-0.2%	-5.4
O=C1C(=O)N(c2ccccn2)C(c2cccc([N+](=O)[O-])c2)/C1=C(/O)c1ccc(Br)cc1 (stereo unspecified)	-1.5	17.2	-3.1%	-0.3%	-20.6%	-7.1	-9.2	?	-0.7%	-1.5%	-1.7
O=C(Nc1ccc(Cl)c(C(F)(F)F)c1)c1ccncc1	-0.5	-5.2	1.9%	0.0%	-3.1%	-3.2	3.5	7.8%	5.9%	2.3%	1.2
Cc1cc(C)cc(N(CCC#N)C(=O)CSc2nc3ccccc3c(=O)[nH]2)c1	/	8.9	/	4.0%	/	2.0	-3.7	/	/	-0.9%	/
O=C(CNC(c1ccccc1)c1ccccc1)Nc1ccccc1F	26.5	5.4	2.2%	-0.2%	-6.3%	7.7	33.6[activator]	/	/	-5.6%	1.6
O=S(=O)(c1ccccc1)N1CCN=C1SCc1cccc(Cl)c1	4.3	-6.0	3.1%	-0.4%	0.1%	5.6	5.7	3.6%	5.5%	-0.9%	-20.6
Cc1c(Cl)cn2c(=O)cc(CN(C)Cc3nc4ccccc4c(=O)[nH]3)nc2c1Cl	0.0	/	7.2%	-0.2%	-9.9%	/	/	-1.7%	1.9%	-0.1%	0.8
O=C(c1ccccc1)N1CCN(C(=O)c2ccccc2)C1c1ccccc1	-6.2	2.7	2.2%	-1.6%	-2.5%	-8.5	1.4	-1.7%	2.7%	2.2%	1.0
O=C1CCCc2c1nc(-c1ccc(F)cc1)n2O	1.4	0.4	-0.7%	-1.1%	7.7%	4.7	6.9	/	-0.1%	-0.7%	3.2
CN(C)c1ccc(/C=N/NC(=O)CNC(=O)c2ccncc2)cc1	-6.3	8.6	-0.5%	0.3%	1.2%	26.5	-24.8	17.4%	-0.6%	-1.5%	-0.4
CCOC(=O)c1cnc2c(C(=O)OC)cccc2c1NCc1cccnc1	0.0	-15.6	1.3%	-0.6%	2.0%	6.9	0.3	18.5%	-4.2%	2.2%	2.6
CC(=O)Nc1ccc(OCC(=O)N2CCC(Cc3ccccc3)CC2)cc1	-4.4	7.6	4.2%	0.0%	18.0%	-10.4	-3.2	-6.7%	-8.1%	-4.5%	3.1
CC(C)N1CCc2c(sc(NC(=O)c3ccc(S(=O)(=O)N(C)CC4CCCO4)cc3)c2C(N)=O)C1 (stereo unspecified)	0.5	-14.7	-3.9%	-0.2%	9.6%	-10.2	7.7	/	-2.5%	0.0%	/
COc1ccc(-c2noc(CSc3nc(-c4ccccc4)cc(=O)[nH]3)n2)cc1	-2.6	10.9	0.5%	-1.0%	-8.2%	-1.7	-26.0	?	-18.9%	-1.2%	-0.7
CC1(c2ccco2)NC(=O)NC1=O (stereo unspecified)	-1.3	-1.6	2.3%	-0.2%	0.4%	-22.0	7.4	9.8%	-0.6%	5.8%	0.5
